Screens: PubChem, several laboratories
KCNK3 block: human KCNK3 channel inhibitors, primary screen, CHO cells, FluxOR thallium flux, B-score; Potassium channel subfamily K member 3 (Homo sapiens), O14649; FluxOR fluorescence; active compounds read low; B-score at 10 µM; hit rate 0.84% among 340,000; AID 602410, 2012;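 active means B-score under library mean minus 4 SD, starting fluorescence ratio at most library mean plus 5 SD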;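 further: more negative B-score means stronger inhibition of thallium flux through KCNK3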
TRPC4 act: activators of mouse TRPC4 channel, primary screen, Fluo4 calcium, HEK293 TRPC4beta/mu-opioid cells; hit rate 0.49% among 310,000; Fluo4 calcium fluorescence; active compounds read high; B-score at 10 µM; Short transient receptor potential channel 4 (Mus musculus), Q9QUQ5;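 active means B-score above 5 SD of library B-scores, and initial fluorescence ratio not above library mean plus 5 SD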;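 further: positive B-score marks a calcium rise read as TRPC4 activation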
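Material: TRPC4beta and mu-opioid receptor HEK293 stable cells | Incubation: 45 min room-temperature Fluo4 loading, 110 s read | Detection: Kinetic Fluo4 calcium fluorescence | Measure: Integrated baseline-normalised fluorescence ratio, converted to per-well B score | Benchmarks: Low control buffer alone, high control maximal DAMGO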
DYRK1A inh: rat Dyrk1A kinase inhibitors, primary screen, biochemical, single point, plate reader. Dual specificity tyrosine-phosphorylation-regulated kinase 1A (Rattus norvegicus), Q63470. ADP-Glo luminescence, NFATc1 peptide. inhibition, % at 12.5 µM. hit rate 0.43% among 310,000; in the data active means inhibition above about 50%;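 further: plate controls were vehicle with enzyme for no effect and no enzyme for full effect; many of its hits are not listed in these tables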
TMEM16A inh: TMEM16A chloride channel inhibitors, primary screen, cell-based, HTS; Anoctamin-1 (Mus musculus), Q8BHY3; HEK293 TMEM16A/YFP iodide influx fluorescence, ionomycin; normalized B-score (activity score, 25-100; higher = stronger inhibition) at 10 µM; hit rate 1.2% among 310,000; AID 588511, 2011;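 active means ratio plate-corrected score three or more library SD toward inhibition, starting fluorescence score within five deviations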;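 further: score derived from kinetic fluorescence span divided by baseline fluorescence per well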
Target sequence (Q8BHY3 whole entry, looked up): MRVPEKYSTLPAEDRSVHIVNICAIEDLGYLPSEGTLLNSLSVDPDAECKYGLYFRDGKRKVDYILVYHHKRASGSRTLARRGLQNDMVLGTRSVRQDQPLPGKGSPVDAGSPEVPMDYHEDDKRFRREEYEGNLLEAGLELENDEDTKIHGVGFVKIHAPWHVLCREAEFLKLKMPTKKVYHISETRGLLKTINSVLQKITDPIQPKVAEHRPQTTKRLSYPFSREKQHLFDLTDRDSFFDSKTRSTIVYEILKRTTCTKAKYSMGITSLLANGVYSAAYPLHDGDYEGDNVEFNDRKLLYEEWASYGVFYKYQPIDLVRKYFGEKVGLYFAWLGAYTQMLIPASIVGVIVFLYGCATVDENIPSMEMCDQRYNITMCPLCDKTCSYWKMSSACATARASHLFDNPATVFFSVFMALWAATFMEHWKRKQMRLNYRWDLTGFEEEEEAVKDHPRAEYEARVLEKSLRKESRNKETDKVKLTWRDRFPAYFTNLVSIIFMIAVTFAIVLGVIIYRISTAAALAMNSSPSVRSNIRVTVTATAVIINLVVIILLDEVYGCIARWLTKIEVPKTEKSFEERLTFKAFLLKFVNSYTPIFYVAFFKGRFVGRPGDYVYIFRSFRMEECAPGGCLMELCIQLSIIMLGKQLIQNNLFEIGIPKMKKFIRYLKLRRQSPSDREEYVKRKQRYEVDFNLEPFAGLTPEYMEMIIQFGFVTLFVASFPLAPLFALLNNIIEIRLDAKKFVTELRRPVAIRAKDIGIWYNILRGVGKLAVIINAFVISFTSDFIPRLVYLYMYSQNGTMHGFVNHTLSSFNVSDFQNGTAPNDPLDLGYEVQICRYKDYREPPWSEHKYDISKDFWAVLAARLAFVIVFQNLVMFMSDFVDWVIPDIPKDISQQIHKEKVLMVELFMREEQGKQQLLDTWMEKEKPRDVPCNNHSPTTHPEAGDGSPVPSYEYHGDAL
TRPC4 PAM: positive allosteric modulators of TRPC4, primary screen, cell-based, mouse TRPC4beta, HEK293 mu-opioid, Fluo-4 calcium; Short transient receptor potential channel 4 (Mus musculus), Q9QUQ5; DAMGO EC20, Fluo-4 Ca2+ flux; active compounds read high; B-score at 10 µM; hit rate 0.42% among 310,000; AID 2227, 2009;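 active means B-score of calcium response area above 5 SD of library B-scores, with initial fluorescence ratio within 5 SD of library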;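 further: B-score of integrated fluorescence ratio over time as area under calcium response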
ANO1 activ: TMEM16A chloride channel activators or potentiators, primary screen, cell-based, HTS; B-score at 10 µM; HEK293 TMEM16A/YFP-H148Q/I152L, iodide quench fluorescence; active compounds read low; hit rate 0.3% among 340,000; AID 623877, 2012; Anoctamin-1 (Mus musculus), Q8BHY3;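 active means fluorescence-ratio B-score plate-corrected deviation score at least 3 library SD below zero, with starting fluorescence score within 5 deviations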;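 further: channel opened by trigger with iodide after compound preincubation; score built on the fluorescence ratio of max minus min over baseline; more negative score means more quench and so TMEM16A activation or potentiation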
KCNQ1 act: potentiators or activators of KCNQ1 channel, primary screen, cell-based, thallium flux, high-throughput | hit rate 0.35% among 310,000 | CHO-K1 KCNQ1, thallium flux FluxOR fluorescence; active compounds read high | AID 2648, 2010 | B-score at 10 µM;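 active means fluorescence ratio B-score, a plate-corrected score, at least three library SD, with initial intensity B-score within 5 SD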
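assay system = CHO-K1 cells stably expressing KCNQ1 | medium = assay buffer, equal DMSO in all wells | timing = 37 °C overnight plating, 90-min dark dye load, 20-min compound pretreatment | measured by = kinetic FluxOR thallium fluorescence, 10-s 1-Hz baseline, 110-s post-stimulus read | measure = fluorescence change relative to baseline, converted to B score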
HDAC3 inh: HDAC3 deacetylase inhibitors, primary screen, biochemical, fluorescence, cell-free homogeneous | recombinant HDAC3, fluorogenic peptide/trypsin coupled | inhibition, % at 8.3 µM | hit rate 0.15% among 320,000 | AID 2718, 2010; in the data active means inhibition above about 26%, passing the limit was not always enough
KCNK9 inh: KCNK9 potassium channel inhibitors, primary screen, HEK293 cells, thallium flux; Potassium channel subfamily K member 9 (Homo sapiens), Q9NPC2; FluxOR thallium flux fluorescence; active compounds read low; B-score at 10 µM; hit rate 1.2% among 310,000; AID 488922, 2010;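 active means ratio B-score over 3 SD below the library mean, with starting fluorescence within 5 SD of its mean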;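 further: negative B-score means less thallium flux so channel inhibition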
hERG protect: hERG rescue from dofetilide block, primary screen, cell-based, CHO-hERG, FluxOR thallium flux, dofetilide IC70; hit rate 0.51% among 310,000; activation (rescue from dofetilide block), less the hit threshold, % at 10 µM; dofetilide IC70 present; Voltage-gated inwardly rectifying potassium channel KCNH2 (Homo sapiens), Q12809;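 active means activation above the mean of controls blocked by dofetilide plus 5 SD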;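 further: thallium influx through hERG after potassium depolarization seen as dye fluorescence rise; in these data hits start at about 4.7%; inactives centre near -7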
KCNQ1 block: inhibitors of human KCNQ1 channel, primary screen, cell-based, thallium flux, high-throughput; Potassium voltage-gated channel subfamily KQT member 1 (Homo sapiens), P51787; CHO-K1 KCNQ1, FluxOR thallium flux fluorescence; active compounds read high; B-score at 10 µM; hit rate 1.3% among 310,000;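 active means compounds whose thallium flux B-score, printed positive for inhibition, exceeds three library SD while starting fluorescence stays within three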;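 further: channel opened by potassium depolarization with thallium stimulus after 20 min compound exposure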
Numbers without * were called inactive; i = inactive; nt = not tested or not shown.

SMILES	KCNK3 block	TRPC4 act	DYRK1A inh	TMEM16A inh	TRPC4 PAM	ANO1 activ	KCNQ1 act	HDAC3 inh	KCNK9 inh	hERG protect	KCNQ1 block
COc1ccccc1N1CCN(C(=O)c2noc(C)c2[N+](=O)[O-])CC1	i	i	-1	i	i	i	i	nt	i	-5	i
Cc1cc(C(F)F)n2ncc(C(=O)N3CCc4ccccc4C3)c2n1	i	i	8	i	i	i	i	-4	i	-9	i
CSc1n[nH]c(NC2=CC(=O)CCC2)n1	i	i	1	i	i	i	i	3	i	-7	i
O=C(NC1CC1)c1cc2c(s1)CS(=O)(=O)C2	i	i	0	i	i	i	i	0	i	-11	i
COc1ccc(OC)c(NC(=O)CCNC(=O)Cn2cnc3ccccc3c2=O)c1	i	i	nt	i	i	i	i	4	i	-9	i
CCOc1c(S(=O)(=O)N2CCCC2)ccc(Cl)c1Cl	i	i	-5	i	i	i	i	-8	i	-6	i
O=C(Nc1nccs1)c1ccc(Cl)cc1[N+](=O)[O-]	i	i	0	i	i	i	i	nt	i	-9	i
CC1(c2nnc(-c3cccc(Cl)c3)o2)CC(c2cccc(F)c2)=NO1 (centres undefined)	i	i	27	i	i	i	i	-9	i	-7	i
COc1ccc([N+](=O)[O-])cc1NC(=O)c1cn(-c2ccc(C)c(C)c2)c(=O)c2ccccc12	i	i	-1	i	i	i	i	-2	i	-8	i
O=C(Nc1nnc(Cc2ccc(Cl)cc2)s1)c1ccco1	i	i	9	i	i	i	i	2	i	-6	i
COc1ccccc1C(=O)Nc1ccc2c(C)cc(=O)oc2c1	i	i	3	i	i	i	i	-2	i	-7	i
CC1CCC(NC(=O)Cn2c(=O)oc3cc(S(=O)(=O)N4CCCC4)ccc32)CC1 (centres undefined)	i	i	0	i	i	i	i	-5	i	-5	i
CCOc1ccc(NC(=O)N2CCC(n3c(=O)[nH]c4ccccc43)CC2)cc1	i	i	1	i	i	i	i	nt	i	-19	i
COc1cc(C(=O)NCCC(=O)N2CCC3(CC2)NCCc2[nH]cnc23)cc(OC)c1OC	i	i	-7	i	i	i	i	-1	i	-7	i
O=C(Cc1ccc(O)cc1)N/N=C/c1cccs1	i	i	nt	i	i	i	i	6	i	-7	i
Cc1nc2ccc(S(=O)(=O)Nc3cccc(-c4nc5cccnc5s4)c3C)cc2s1	-9.6*	i	0	i	i	i	i	nt	i	-21	12*
Cc1ccc(NC(=O)CCc2nc3sc4c(c3c(=O)[nH]2)CCCC4)c(Br)c1	i	i	27	i	i	i	i	2	i	-4	i
COCc1nnc(NC(=O)CCSc2ccccc2)s1	i	i	-2	i	i	i	i	-4	i	-6	i
CC(=O)N1CCc2ccccc2C1CC(=O)O (centres undefined)	i	i	0	i	i	i	i	2	i	-2	i
COCc1cc(=O)n2[nH]c(-c3cccc(Br)c3)cc2n1	i	i	42	i	i	i	i	-4	i	-4	i
COC(=O)N/N=C(\C)c1ccc(OC(F)F)cc1OC(F)F	i	i	0	i	i	i	i	-6	i	-4	i
COc1ccc(-n2ncc3c2CC(C)(C)CC3NC(=O)c2ocnc2C)cc1 (centres undefined)	i	i	-6	i	i	i	i	3	i	-7	i
CNc1nc(SCC(=O)OC)nc(N2CCOCC2)n1	i	i	3	i	i	i	i	-6	i	-13	i
Cn1c(SCCOc2ccccc2Cl)nnc1-c1ccncc1	i	i	-1	i	i	i	i	nt	i	-5	i
C=CCNC(=S)N1CCc2c([nH]c3ccccc23)C1C (centres undefined)	i	i	1	i	i	i	i	nt	i	-1	i
CC(C)CNS(=O)(=O)c1ccc(S(=O)(=O)N2CCCN(Cc3ccccc3)C2)cc1	i	i	-4	i	i	i	i	-5	i	-8	i
C/C(=N\Nc1ccc([N+](=O)[O-])cc1)c1ccc(N)cc1	i	i	3	i	i	i	i	9	i	-11	i
O=C(CSc1nccn1-c1ccccc1)N1CCc2ccccc21	i	i	3	i	i	i	i	2	i	-7	i
Cn1nc(-c2ccccc2)cc1NC(=O)c1cccs1	i	i	1	i	i	i	i	-1	i	-5	i
COc1ccc(OCC(=O)Nc2ccc(C)cc2)cc1	i	i	2	i	i	i	i	-2	i	-8	i

Structures listed so far marked active in KCNQ1 block:
canonical_smiles	KCNK3 block	DYRK1A inh	TRPC4 PAM	ANO1 activ	KCNQ1 act	HDAC3 inh	KCNK9 inh	KCNQ1 block
Cc1nc2ccc(S(=O)(=O)Nc3cccc(-c4nc5cccnc5s4)c3C)cc2s1	-9.6*	0	i	i	i	nt	i	12*

Later entries:
SMILES	KCNK3 block	TRPC4 act	DYRK1A inh	TMEM16A inh	TRPC4 PAM	ANO1 activ	KCNQ1 act	HDAC3 inh	KCNK9 inh	hERG protect	KCNQ1 block
O=C1C2=C(CCCC2)C(=O)N1CNc1ccccc1	i	i	nt	i	i	i	i	nt	i	-6	i
O=c1[nH]c(-c2ccccc2)nc(-c2ccccc2)c1Cl	i	i	9	i	i	i	i	2	i	-9	i
CCOc1ccc(NC(=O)N2CCCC2C(=O)NCC2CCCO2)cc1 (centres undefined)	i	i	-2	i	i	i	i	-5	i	-2	i
CC(C)c1nc2cc(C(=O)N(C)C3CCOCC3)ccc2o1	i	i	-10	i	i	i	i	9	i	-8	i
CN(Cc1cccc2cnccc12)C(=O)CCc1nnc(CCc2ccccc2)o1	i	i	3	i	i	i	i	-6	i	-5	i
CCCCOc1ccc(CN2CCCCC2)cc1	i	i	-4	i	i	i	i	-10	i	-3	i
CN(C)CCn1c(COc2ccccc2)nc2ccccc21	i	i	0	i	i	i	i	-10	i	-6	i
CN(C)C(=O)COc1ccc2cc(-c3ccccc3)c(=O)oc2c1	i	i	-5	i	i	i	i	-412	i	-11	i
CCOC(=O)c1c(/N=C/c2cccc([N+](=O)[O-])c2O)sc(C)c1C	i	i	-4	i	i	i	i	7	i	2	i
O=C(Cc1ccsc1)NNC(=O)c1cccc(Cl)c1	i	i	0	i	i	i	i	-2	i	-16	i
CC(C)(C)n1nnnc1CN1CCN2CCCC2C1 (centres undefined)	i	i	-2	i	i	i	i	5	i	-14	i
Cc1ccc2c(c1)C(=O)CC(c1ccc3c(c1)OCCO3)O2 (centres undefined)	i	i	nt	i	i	i	i	-3	i	-4	i
OCCOCCOc1ccc(-c2nn[nH]n2)cc1	i	i	-4	i	i	i	i	-2	i	-11	i
N#C/C(=C/c1cn(CC(=O)O)c2ccccc12)C(=O)Nc1ccccc1	i	i	4	i	i	i	i	3	i	-4	i
CCCCC(=O)Nc1nnn(CCC)n1	i	i	nt	i	i	i	i	-2	i	-8	i
COc1cc(/C=C2/C(=O)NN(c3ccccc3)C2=O)cc(Br)c1O	i	i	5	i	i	i	i	14	i	6.8*	i
CCC(OC(=O)c1cc2sccc2n1C)C(=O)NCc1ccco1 (centres undefined)	i	i	-4	i	i	i	i	12	i	1	i
O=C1CCc2cc(S(=O)(=O)NCCc3ccccc3)cc3c2N1CC3	i	i	2	i	i	i	i	-4	i	-8	i
COc1ccccc1N1CCN(C2CC(=O)N(c3cccc(Cl)c3)C2=O)CC1 (centres undefined)	i	i	nt	i	i	i	i	5	i	-7	i
COc1cccc(-c2noc(CCCC(=O)Nc3ccc(C(N)=O)cc3)n2)c1	i	i	-4	i	i	i	i	0	i	-7	i
CCOC(=O)N1CCN(C(=S)NC2CCCCC2)CC1	i	i	-4	i	i	i	i	1	i	-10	i
O=C(OCCN1C(=O)c2ccccc2C1=O)c1cc(S(=O)(=O)N2CCOCC2)ccc1F	i	i	-2	i	i	i	i	2	i	-9	i
Cc1cccc(N2C(=O)CC(NNc3nc4ccccc4s3)C2=O)c1 (centres undefined)	i	i	-59	i	i	i	i	-8	i	-4	i
COc1ccc(N(CCCN2C(=O)c3cccc4cccc(c34)C2=O)C(=O)c2cccnc2)cc1	i	i	4	i	i	i	i	-2	i	-8	i
O=C(CN(C(=O)c1csnn1)c1ccccc1F)NCc1ccc2c(c1)OCO2	i	i	-2	i	i	i	i	-5	i	-4	i
CCCCOP(=O)(OCCCC)C1(NS(=O)(=O)c2ccccc2)C=CC(=O)c2ccccc21 (centres undefined)	i	i	2	i	i	i	i	9	i	-3	i
CC1=CC(=O)C(C(C)C)=C/C1=C(\c1cc(C(C)C)c(OP(=O)(O)O)cc1C)c1ccccc1C(=O)O	i	i	-1	i	i	i	i	0	i	-9	i
CC1CCN(c2nc3c(c(=O)n(C)c(=O)n3C)n2CCSc2ncccn2)CC1	i	i	7	i	i	i	i	5	i	-9	i
Cc1nnc(SCCn2c(N3CCCC(C)C3)nc3c2c(=O)[nH]c(=O)n3C)s1 (centres undefined)	i	i	-2	i	i	i	i	-3	i	-12	i
Cc1cc(NC(=O)c2nn(C)c(C)c2Br)no1	i	i	1	i	i	i	i	3	i	-6	i
Nc1o[nH]c(=O)c1Cc1ccccc1	i	i	-2	nt	i	i	i	nt	i	-2	i
CNCCCOc1cc(C)cc(C)c1C	i	153*	-7	i	i	i	i	3	i	-6	i
O=C(Nc1nccs1)c1ccc2ccccc2c1	i	i	33	i	i	i	i	7	i	-4	i
Cc1csc(NC(=O)CN2C(=O)c3ccccc3C2=O)c1C(N)=O	i	i	nt	i	i	i	i	2	i	-3	i
COC(=O)CCCCCN1C(=O)NC(c2ccc(-c3ccccc3)cc2)C(C(=O)OCc2ccccc2)=C1C (centres undefined)	nt	i	nt	i	i	nt	i	13	i	-9	i
CN(C)S(=O)(=O)c1c(Cl)cccc1Cl	i	i	-1	i	i	i	i	-3	i	-7	i
Cc1ccc(-n2c(=O)[nH]c3c(C(N)=O)nc(-c4ccc(C)o4)nc32)cc1	i	i	4	i	i	i	i	7	i	-10	i

An excerpt; rates above refer to the full screens.
